Screens deposited in PubChem BioAssay by several laboratories.
STAT1 inh: STAT1 signaling inhibition | NIH 3T3 STAT1-luciferase reporter, IFN-gamma, luminescence | inhibition, % at 5.5 µM | 200,000 tested, 0.35% active;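 active = inhibition above a set limit, the mean inhibition across all tested compounds plus 3 SD, cut at about 34% in these data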;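 note: 0% = IFN-gamma with DMSO and 100% = IFN-gamma with 300 µM nifuroxazide; values of inactives mirror those of a sister screen read the other way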
FLuc inh counter: counter-screen for luciferase assay inhibitors: firefly luciferase inhibition; ATPLite firefly luciferase biochemical luminescence, 10 min; P08659; AID 1006; 200,000 tested, 1.5% active; inhibition, % at 10 µM;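 active = inhibition above about 50% when tested at 10 µM, limit read from the data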
Target sequence (P08659 whole entry, looked up): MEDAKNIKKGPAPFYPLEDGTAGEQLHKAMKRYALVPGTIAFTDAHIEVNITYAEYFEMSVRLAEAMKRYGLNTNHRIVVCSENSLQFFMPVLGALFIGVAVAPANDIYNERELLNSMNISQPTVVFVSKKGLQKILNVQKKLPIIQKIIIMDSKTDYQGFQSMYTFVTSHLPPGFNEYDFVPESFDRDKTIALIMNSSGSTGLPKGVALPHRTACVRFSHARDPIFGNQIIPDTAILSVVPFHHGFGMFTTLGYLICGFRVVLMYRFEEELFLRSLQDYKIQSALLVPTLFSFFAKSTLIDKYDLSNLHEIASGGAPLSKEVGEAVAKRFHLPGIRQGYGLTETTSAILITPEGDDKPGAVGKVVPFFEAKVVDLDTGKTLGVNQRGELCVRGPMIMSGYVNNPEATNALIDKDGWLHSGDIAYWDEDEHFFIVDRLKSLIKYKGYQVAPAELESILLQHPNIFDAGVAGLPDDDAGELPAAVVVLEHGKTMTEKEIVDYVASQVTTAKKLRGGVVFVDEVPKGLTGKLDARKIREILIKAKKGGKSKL
RAM network inh: blocks the yeast RAM network | S. cerevisiae dse1pr::URA3 reporter, 5-FOA growth OD615, 2 d; analog-sensitive cbk1-as2 kinase mutant strain | inhibition, % at 50 µM | 190,000 tested, 1.8% active | AID 868;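 active = inhibition above a set limit, 3 SD over mean compound inhibition, cut at about 8.4% in these data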;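 note: 0% = DMSO-only wells with no growth and 100% = 10 µM 1-NA-PP1 full growth; inhibition rescues growth on 5-FOA so higher OD means more RAM inhibition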
STAT1 activator: increases IFN-gamma driven STAT1 reporter signal; NIH 3T3 STAT1-luciferase reporter, luminescence; 100% = IFN-gamma alone, no compound; activation (% of control), % at 5.5 µM; 200,000 tested, 2.6% active;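 active = activation above the screen-wide mean activation plus 3 SD, cut at about 130% in these data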;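 note: raw ratio to IFN-gamma control signal so 100% means no change and 0% no light; values of inactives mirror those of a sister screen read the other way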
STAT3 blocker: inhibitors of IL-6 induced STAT3 signaling; 190,000 tested, 0.89% active; inhibition, % at 5.5 µM; AID 862; U3A cells, IL-6 STAT3-luciferase reporter, luminescence; host cell line lacks STAT1;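 active = inhibition above the mean inhibition across all screened compounds plus 3 SD, cut at about 44% in these data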;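 note: 0% = DMSO only wells and 100% = 100 µM nifuroxazide control wells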
APP 5'UTR act: APP 5'UTR luciferase reporter activation | SH-SY5Y APP 5'UTR luciferase reporter, luminescence; zero percent = DMSO vehicle wells | activation, % at 2 µM | 190,000 tested, 1% active;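 active = activation above a set limit, based on mean plus 3 SD of controls, cut at about 140% in these data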; note: values of inactives mirror those of a sister screen read the other way
STAT3 activator: activators of IL-6 induced STAT3 signaling; U3A cells, IL-6 STAT3-luciferase reporter, luminescence; 100% = signal with IL-6 EC80 alone; 190,000 tested, 0.91% active; activation (% of control), % at 5.6 µM;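 active = activation above the screen-wide mean of compound activation plus 3 SD, cut at about 130% in these data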;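 note: 0% = background luminescence of wells with medium and substrate only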
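Material: human U3A cells carrying STAT3-luciferase construct. Measured by: reporter luminescence signal. Timing: compound 1 h, then IL-6 6 h at 37 °C.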
NF-kB expr up: compounds increasing NF-kB expression in human neuronal cells; 190,000 tested, 1.6% active; NF-kB reporter expression; hits give high values; AID 1239; fold change at 12.5 µM; in the data active = fold change above about 3.3
APP transl inh: APP translation inhibition; inhibition, % at 2 µM; 190,000 tested, 0.82% active; SH-SY5Y APP 5'UTR-luciferase reporter, luminescence; AID 1285;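 active = inhibition above a set limit, derived from the sample mean plus 3 SD, cut at about 45% in these data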; note: values of inactives mirror those of a sister screen read the other way
Hsp70 activator: Hsp70 transcriptional activation, primary screen; HeLa Hsp70 promoter luciferase reporter, luminescence; scaled: vehicle 0, proteasome-inhibitor control 100%; activation, % at 10 µM; 200,000 tested, 0.04% active;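 active = activation above the mean across all tested compounds plus 3 SD, cutoff set per campaign, cut at about 5.5% in these data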;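 note: 100% = MG132 at 30 µM as the positive control and 0% = DMSO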
An asterisk follows results filed as active; x = not tested or not shown.

molecule	APP transl inh	STAT3 activator	RAM network inh	STAT3 blocker	STAT1 inh	APP 5'UTR act	FLuc inh counter	Hsp70 activator	NF-kB expr up	STAT1 activator
COc1ccc(C(=O)N/N=C/c2ccc(OC(=O)c3cccs3)cc2)cc1	10	107	1.7	-14	-8	-10	-1	0.0	1.2	107
CSc1nc(-c2ccc(N(C)C)cc2)c(C#N)c(=O)n1C	-24	x	6.2	x	-29	24	6	-0.1	2.1	125
Cn1ncc(N=Cc2c(O)ccc3ccccc23)c1C(=O)N1CCOCC1	-16	117	x	-18	5	16	x	-0.2	x	99
Cc1ccc(-c2c3c(=O)n(C)c(=O)n(C)c3cn2CCCN2CCOCC2)cc1	0	100	1.2	6	0	0	-10	0.1	0.99	100
CCn1c(C)nc2cc(S(=O)(=O)N3CCCC3)ccc21	-24	95	1.3	12	10	24	-4	-0.4	0.86	91
CCC1CCC/C1=N\NC(=O)c1cc(C)[nH]n1 (stereo not drawn)	-8	108	1.3	-10	-7	8	1	0.0	1.1	106
Cc1nc2cc3nc(C(F)(F)F)[nH]c3cc2[nH]1	-2	95	1.2	8	-4	2	-2	0.0	1.2	103
N/C(=N\OC(=O)c1cccc2ccccc12)c1ccc(Br)cc1	-16	139*	3.1	-46	3	16	0	-0.3	1.4	97
c1ccc(Cn2nnnc2CN2CCCC2)cc1	8	97	1.1	8	0	-8	-8	-0.3	1.1	100
COc1cccc(NC(=O)CCCn2c(=S)[nH]c3ccccc3c2=O)c1	-12	95	6.3	10	2	12	-2	0.0	0.87	98
O=C1c2cccnc2C(=O)N1Cc1cccs1	14	103	0.6	6	2	-14	-1	0.0	1.1	98
O=C(/C=C/c1ccc(OCCCF)cc1)NCc1cccc(Cl)c1	-1	85	3.0	29	1	1	-1	0.1	1	99

Seven successive records already listed:
molecule	APP transl inh	STAT3 activator	RAM network inh	STAT3 blocker	STAT1 inh	APP 5'UTR act	FLuc inh counter	Hsp70 activator	NF-kB expr up	STAT1 activator
CCC1CCC/C1=N\NC(=O)c1cc(C)[nH]n1 (stereo not drawn)	-8	108	1.3	-10	-7	8	1	0.0	1.1	106
Cc1nc2cc3nc(C(F)(F)F)[nH]c3cc2[nH]1	-2	95	1.2	8	-4	2	-2	0.0	1.2	103
N/C(=N\OC(=O)c1cccc2ccccc12)c1ccc(Br)cc1	-16	139*	3.1	-46	3	16	0	-0.3	1.4	97
c1ccc(Cn2nnnc2CN2CCCC2)cc1	8	97	1.1	8	0	-8	-8	-0.3	1.1	100
COc1cccc(NC(=O)CCCn2c(=S)[nH]c3ccccc3c2=O)c1	-12	95	6.3	10	2	12	-2	0.0	0.87	98
O=C1c2cccnc2C(=O)N1Cc1cccs1	14	103	0.6	6	2	-14	-1	0.0	1.1	98
O=C(/C=C/c1ccc(OCCCF)cc1)NCc1cccc(Cl)c1	-1	85	3.0	29	1	1	-1	0.1	1	99

Next records
molecule	APP transl inh	STAT3 activator	RAM network inh	STAT3 blocker	STAT1 inh	APP 5'UTR act	FLuc inh counter	Hsp70 activator	NF-kB expr up	STAT1 activator
CN(C)S(=O)(=O)c1ccc(NC(=O)Cn2ccsc2=N)cc1	0	94	1.0	7	10	0	-6	-0.3	1.2	91
COc1ccccc1N(CC(=O)Nc1ccc2c(c1)OCCO2)S(C)(=O)=O	1	106	0.0	-2	1	-1	1	0.2	1	99
CS(=O)(=O)Nc1nnc(SCC(=O)N(c2ccccc2)c2ccccc2)s1	-4	105	1.1	-3	-1	4	-7	-0.3	1.2	101
CCC(c1nnnn1C(C)(C)CC)N(CCCO)Cc1cc2cc(C)cc(C)c2[nH]c1=O (stereo not drawn)	-13	91	0.1	15	0	13	-6	-0.2	0.89	99
CN(C)C(CN=C1NS(=O)(=O)c2ccccc21)c1ccco1 (stereo not drawn)	-7	102	5.4	6	3	7	-2	-0.3	0.96	98
Cc1ccc(-c2nc3ccccc3o2)cc1NC(=S)NC(=O)c1cc2ccccc2o1	-32	96	1.7	9	-4	32	1	-0.2	1.6	104
CCN(c1cccc(C)c1)S(=O)(=O)c1ccc2c3c(cccc13)C(=O)N2	21	100	8.5*	2	-1	-21	-2	-0.1	1.2	100
CC1(C)Cc2c(sc3c2c(=N)n(Cc2ccco2)c(=O)n3Cc2ccccc2)CO1	2	104	0.0	-1	4	-2	1	0.2	0.81	96
COc1ccc2c(C)cc(SCC(=O)Nc3cccnc3Cl)nc2c1	-3	120	5.8	-18	13	3	-7	-0.1	1.2	87
CCCN(CCC)CCCNC(=O)c1cc2c(=O)[nH]c3ccccc3c2n1C	3	103	0.5	3	4	-3	-4	0.0	x	97
C=CCn1c(SCC(=O)C(C)(C)C)nnc1-c1cccs1	-13	88	0.3	16	7	13	23	-0.5	1.3	94
CSc1cccc(NS(=O)(=O)c2cccs2)c1	2	101	2.5	4	-5	-3	-6	-0.4	0.92	104

Fetched one by one from the entries so far (four):
molecule	APP transl inh	STAT3 activator	RAM network inh	STAT3 blocker	STAT1 inh	APP 5'UTR act	FLuc inh counter	Hsp70 activator	NF-kB expr up	STAT1 activator
CC1(C)Cc2c(sc3c2c(=N)n(Cc2ccco2)c(=O)n3Cc2ccccc2)CO1	2	104	0.0	-1	4	-2	1	0.2	0.81	96
CN(C)C(CN=C1NS(=O)(=O)c2ccccc21)c1ccco1 (stereo not drawn)	-7	102	5.4	6	3	7	-2	-0.3	0.96	98
COc1ccccc1N(CC(=O)Nc1ccc2c(c1)OCCO2)S(C)(=O)=O	1	106	0.0	-2	1	-1	1	0.2	1	99
C=CCn1c(SCC(=O)C(C)(C)C)nnc1-c1cccs1	-13	88	0.3	16	7	13	23	-0.5	1.3	94

(further entries)
molecule	APP transl inh	STAT3 activator	RAM network inh	STAT3 blocker	STAT1 inh	APP 5'UTR act	FLuc inh counter	Hsp70 activator	NF-kB expr up	STAT1 activator
CCN(CC)S(=O)(=O)c1ccc(O)c(C(=O)OCC(=O)Nc2cc(C)c(C)cc2[N+](=O)[O-])c1	-15	111	0.8	-3	2	15	1	-0.3	1.1	96
CCOC(=O)C1CCCN(c2c(Nc3ccc(C)c(C)c3)c(=O)c2=O)C1 (stereo not drawn)	-28	102	-0.9	-2	16	28	-6	-0.5	0.88	86
CCc1cccc(C)c1NC(=O)CSc1nnc(-c2cc3cc(Br)ccc3o2)n1CC	4	95	3.3	9	3	-4	-4	0.0	1.4	97
S=C(c1cn(Cc2ccc(Br)cc2)c2ccccc12)N1CCOCC1	-29	98	2.4	2	-5	29	-7	-0.1	1.1	104
Nc1ccn(Cc2ccccc2)n1	-5	98	3.4	6	1	5	-4	0.0	1.4	98
COc1ccccc1NC(=O)c1ccccc1NC(=O)c1cc(Cl)ccc1NC(=O)c1ccco1	4	100	4.1	4	11	-4	-3	-0.3	1.3	90
CN(C)c1ccc(C(=O)Nc2nc3c(s2)CCCC3)cc1	-131	71	-0.3	40	-21	131	58*	-0.4	1.3	119
Cc1ccc(-n2c3nc(=O)[nH]c(=O)c-3cc3cc([N+](=O)[O-])ccc32)cc1C	-6	91	9.4*	13	1	6	-3	-0.1	1.2	99
Cc1ccc(NC(=O)C(C)N=C2NS(=O)(=O)c3ccccc32)cc1 (stereo not drawn)	-37	92	1.1	11	-6	37	-2	-0.2	1	104
COc1ccc(C(C(=O)NC2CCCCC2)N(C(=O)Cc2c[nH]c3ccccc23)c2ccc(NC(C)=O)cc2)cc1OC (stereo not drawn)	20	107	1.7	2	6	-20	-8	-0.4	0.72	95
CC[n+]1c(C)sc2cc(C)ccc21	-8	100	1.7	7	1	8	-3	0.0	1.1	98
COc1cc(/C=C/C(=O)O)ccc1OCc1ccc([N+](=O)[O-])cc1	-9	112	3.0	-13	-14	9	-2	0.0	1.2	112
CCOc1ccccc1NC(=O)CN1CCC(NC(=O)c2ccccc2)CC1	-6	98	0.4	7	-1	7	-8	-0.1	0.74	101
O=C(Cc1coc(-c2ccc(F)cc2)n1)NCc1ccccc1	-8	100	0.8	4	5	8	-4	-0.1	1.1	96
COc1ccc(NS(=O)(=O)c2ccc(N3CCOCC3)c(NC(=O)C(C)C)c2)cc1	-25	85	0.6	20	20	25	-5	-0.1	1	79
O=C(Nc1cccn(Cc2ccccc2)c1=O)NC1CCCCC1	-5	90	2.2	16	2	5	0	-0.5	1.1	98
C=CCNC(=O)CN(c1cc(Cl)ccc1OC)S(=O)(=O)c1ccc(C)c([N+](=O)[O-])c1	-7	106	1.5	0	6	7	-7	-0.2	1.1	93
CC1=NN(c2ccc(Cl)cc2)C(=O)/C1=C\c1cccn1-c1ccc(S(N)(=O)=O)cc1	-4	98	3.2	1	-5	4	-6	0.0	0.76	104
CC(C)(C)Nc1scc(-c2ccccc2)[n+]1-c1ccccc1	2	106	1.6	-6	5	-2	-5	-0.4	1	94
COc1ccc(N2CCN(C(=O)CC(NC(N)=O)c3cccc(Oc4ccccc4)c3)CC2)cc1 (stereo not drawn)	10	96	3.4	10	6	-11	-6	-0.2	1.6	95
CC(=O)Nc1cccc(-c2cn3ccc(C)cc3n2)c1	-98	80	-0.4	25	-33	98	76*	-0.2	4.2*	129*
